HepG2 tox – qHTS for Inhibitors of TGF-b: Cytotox Counterscreen | HepG2 CAGA-GFP viability, ATP luminescence, 18 h | Potency, µM (highest dose often 46.1 µM), without a hit: top-dose activity change, negative = cytotoxicity, hits mostly cytotoxic | 410,000 compounds, 0.76% hits; also: potency is read from the fitted curve at half-maximal effect; some results filed as inactive show a strong effect at the top dose
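CellTiter-Glo luminescence gave cytotoxicity after 18 hours at 37 degrees C. The cells were HepG2 CAGA-GFP in 1% FBS DMEM, stimulated with 500 pg/mL TGF-beta after compound addition. %Activity was normalised to no-cell wells (complete cell-killing) and DMSO (no toxicity), and curves were fitted and classified.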
KB-3-1 cytotox – qHTS assay for MDR1-selective chemotherapeutics: Primary screen using the parental adenocarcinoma cell KB-3-1; KB-3-1 viability, CellTiter-Glo ATP luminescence, 72 h; Potency, µM (series often up to 46.1 µM), without a hit: at the top dose activity change, negative = cytotoxic, usual class: cytotoxic; 400,000 compounds, 1.4% hits; AID 1347075, 2019; also: potency is read from the fitted curve at half-maximal effect; % is scaled to controls: 0 for no effect and ±100 for the full control effect; nearly all actives have a fitted effect of over 60% in size
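Using CellTiter-Glo luminescence, growth of non-resistant KB-3-1 adenocarcinoma cells is assessed 72 h after pin-tool compound addition at 37 °C. Normalized responses across the concentration series yield fitted curves.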
IL1B secr inh – qHTS for Inhibitors of Inflammasome Signaling: IL-1-beta AlphaLISA Primary Screen. THP-1 LPS/ATP IL-1B secretion, AlphaLISA, 16 h; stronger effect = lower value. activity change, % at 57.5 µM. 360,000 compounds, 4.7% hits. AID 743279, 2014; in the data active = activity change below about -50%; inconclusive = mostly about -30% to -49%; also: % is scaled to controls: 0 for no effect and ±100 for the full control effect
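THP-1 cells pretreated 1 hr with compounds (up to 57.5 uM final), then stimulated with LPS (250 ng/mL final) plus ATP (1.25 mM final); secreted IL-1B measured by AlphaLISA after 16 hr, decreased signal indicating inhibition.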
ATXN viability – Viability Counterscreen for Primary qHTS for Inhibitors of ATXN expression; S2 cells (HEK-293 line with an ATXN2-luciferase reporter) viability, CellTiter-Fluor protease fluorescence, 24 h; Potency, µM (top dose mostly 56.7 µM), usual class: cytotoxic; 400,000 compounds, 0.49% hits; AID 651635, 2014; also: potency is read from the fitted curve at half-maximal effect; nearly all actives have a fitted effect of over 40% in size
ATXN2 expr inh – Primary qHTS for Inhibitors of ATXN expression. HEK-293 ATXN2-luciferase reporter, luminescence, 24 h. Potency, µM (top dose mostly 57 µM), inactives show at the highest dose activity change, negative = inhibition, most hits filed as inhibitors. 360,000 compounds, 0.72% hits. AID 1745845, 2022; also: potency is read from the fitted curve at half-maximal effect; % is scaled to controls: 0 for no effect and ±100 for the full control effect; nearly all actives have a fitted effect of over 55% in size
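qHTS (up to 57 uM final) was run with 24 h compound exposure of reporter cells at 37 °C. Each well was multiplexed: SteadyGlo luminescence measured ATXN2-luciferase expression after a fluorogenic Gly-Phe-AFC viability readout (25 uM final).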
MCF10A rereplic – A quantitative high throughput screen for small molecules that induce DNA re-replication in MCF 10a normal breast cells; Potency, µM (doses to about 46.1 µM), without a hit: at the top dose activity, positive = re-replication, most hits filed as activators; MCF 10A DNA re-replication, Hoechst nuclear intensity, 48 h; 350,000 compounds, 2.9% hits; AID 624296, 2012; also: potency is read from the fitted curve at half-maximal effect; % of control where 0% means no effect; nearly all actives have a fitted effect of over 50% in size
HT1080NT lethal – qHTS for induction of synthetic lethality in tumor cells producing 2HG: qHTS for the HT-1080-NT fibrosarcoma cell line. HT-1080-NT fibrosarcoma viability, CellTiter-Glo ATP luminescence, 48 h. Potency, µM (series often up to 46.1 µM), for the others: at the highest dose activity, negative = less viability, hits mostly cytotoxic. 360,000 compounds, 1.6% hits. AID 686970, 2013;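 also: NT is the 2HG producing partner of a matched IDH1 knockdown line; potency is read from the fitted curve at half-maximal effect; 0% = DMSO-treated cells and -100% = media-only wells without cells; nearly all actives have a fitted effect of over 55% in size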
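Luminescent CellTiter-Glo readout after 48 hours of compound exposure at 37 degrees C defined viability of HT-1080-NT cells. Activity was normalized to DMSO wells and cell-free media wells; concentration-response curves were fitted and assigned curve classes.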
HT1080 IDH1KD tx – qHTS for induction of synthetic lethality in tumor cells producing 2HG: qHTS for the HT-1080-IDH1KD cell line | HT-1080 IDH1 knockdown viability, ATP luminescence, 48 h | Potency, µM (series often up to 46.1 µM), for the others: at the highest dose activity, negative = toxicity, most hits filed as cytotoxic | 360,000 compounds, 2% hits;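 also: potency is read from the fitted curve at half-maximal effect; 0% = DMSO wells and -100% = cell-free medium wells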
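Assay cells: HT-1080 with IDH1 knockdown, 750 per well, RPMI/5% FBS. Exposure: 48 h at 37 °C following 2 h pre-incubation. Read: CellTiter-Glo luminescence; fitted concentration-response, curve class assigned.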
SW480 rerep – A quantitative high throughput screen for small molecules that induce DNA re-replication in SW480 colon adenocarcinoma cells; SW480 DNA re-replication, Hoechst DNA content imaging, 48 h; Potency, µM (doses to about 46.1 µM), for the others: at the top dose re-replication activation, most hits filed as activators; 340,000 compounds, 1.8% hits; also: potency is read from the fitted curve at half-maximal effect; % of control where 0% means no effect; nearly all actives have a fitted effect of over 55% in size
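Per well, 250 cells were exposed to pinned compound for 48 hr. Nuclear DNA was visualised with Hoechst (40 min, 37 C) and total object intensity recorded by fluorescence scanning.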
* = called active by the depositor; i = inactive; ? = inconclusive; / = no result given; & = joins results of further samples; [ ] = another dose, or the depositor's remark. Unless noted, calls follow the shape of the dose curve; as a rule, active = well fitted curve in the direction sought with a large enough effect; inconclusive = small, poorly fitted or top-dose-only effect, or another doubt; inactive = no such curve, though single readings can be large; an effect the other way counts as inactive or inconclusive.

SMILES | HepG2 tox | KB-3-1 cytotox | IL1B secr inh | ATXN viability | ATXN2 expr inh | MCF10A rereplic | HT1080NT lethal | HT1080 IDH1KD tx | SW480 rerep
C/C=C(\C)CN1CCN(c2ccc(C)cc2)CC1 | 3% | -2% | 6 | i | 3% | 1% | 10% | 4% | -5%
CCOC(=O)C[C@H]1c2ccc(C(F)(F)F)cc2S(=O)(=O)N1c1cccc(OC)c1 | -15%&-25% | -13%&-13% | 0 | i | -9% | 25% | -2% | -12% | -3%
CSc1nc(C)c2c(n1)N(c1ccc(C(C)C)cc1)CC2 | 6% | -21% | 17 | ? | 4% | 8% | 5% | 1% | 14%
Cn1c(SCc2ccccn2)nnc1-c1ccccc1 | -4% | 20% | -21 | i | 15% | 0% | 12% | 6% | -1%
CCSc1nc2c(c(=O)[nH]1)C(c1ccncc1)C(C(=O)OC)=C(C)N2 (configuration not stated) | -2% | 12% | -1 | i | -13% | 8% | 12% | -3% | -3%
COC(=O)[C@@H](NC(=O)Nc1ccccc1F)C(C)C | 1% | 1% | -7 | i | 1% | -3% | 13% | -5% | 1%
COc1cc2cc(CN(C(=O)NC3CCCCC3)C3CCCC3)c(=O)[nH]c2cc1OC | -6% | -2% | -4 | i | -7% | 4% | 0% | 1% | -11%
CCc1ccc2c(c1)NC(=O)C2(C)Cc1ccc(OC(F)(F)F)cc1 (configuration not stated) | -111% | -5% | -21 | 20µM* | 25µM* | / | ? | 23µM* | /
O=c1c2ccccc2n(Cc2cccc(Cl)c2)c(=O)n1CCc1ccccc1 | -5% | 2% | / | i | 9% | / | / | / | /
C=CCn1c(SCC(=O)NCC2CCCO2)nc2sc(CC)cc2c1=O (configuration not stated) | -11% | -13% | -12 | i | 5% | -2% | 4% | 1% | -21%
Cc1cccc(NC(=O)CN2C(=O)N/C(=C\c3cccn3-c3cccc(C(=O)O)c3)C2=O)c1 | 1% | 1% | 15 | i | 2% | -12% | -2% | -1% | -4%
COc1ccc(OC)c(C(=O)c2ccc(C(=O)Nc3cccc4ccccc34)cc2)c1 | -2% | ? | 9 | i | -13% | 3% | -2% | 1% | -8%
Cc1ccc(-c2noc(CN(C(=O)CCN3C(=O)c4ccccc4C3=O)C(C)C)n2)cc1 | 3% | 21% | -3 | i | -2% | 11% | 13% | -3% | 4%
Cc1oc2cc3oc(=O)ccc3cc2c1C | -26% | -2% | -4 | i | / | -1% | 13% | -3% | -7%
COc1ccccc1C(=O)NNC(=O)C(=O)NC1CCCCC1 | -9% | -13% | 13 | i | 57%[activator] | ? | -17% | -14% | 19%
Nc1c2c(nc3sc4c(c13)CCCC4)-c1ccccc1CC2 | -14% | ? | -88* | i | 109%[activator] | ? | ? | 18µM* | -6%
O=C(CP(=O)(c1ccccc1)c1ccccc1)N1CCCCC1 | 0% | 0% | 0 | i | 4% | ? | 11% | 11% | -1%
Cc1cccc(-c2nnn(C/C(N)=N/O)n2)c1 | 0% | 3% | 1 | i | / | 13% | 3% | -3% | 44%
CC(OC(=O)c1nn(C)c(=O)c2ccccc12)C(=O)NCc1ccc2c(c1)OCO2 (configuration not stated) | -21% | 7% | 4 | i | 0% | 0% | 7% | 11% | -9%
Cc1ccc(OCC(=O)Nc2ccc(S(=O)(=O)N(C)C3CCN(C)CC3)cc2)c(C)c1 | -33% | -17% | -7 | ? | ? | -53%[inhibitor] | -26% | -19% | -12%
N#CCC(=O)Nc1ccc(C(=O)NCC2(N3CCOCC3)CCCCC2)cc1 | 7% | 28% | 18 | i | 9% | 16% | 1%[9.24 µM] | 9% | 9%
CCCc1noc(-c2ccc(NCc3ccccc3OC)c([N+](=O)[O-])c2)n1 | -12% | -23% | / | i | -11% | / | / | / | /
CCCCCCCCN1C(=O)[C@H](CC(=O)NCc2cccc3ccccc23)C[C@@]2(C(=O)OCC)CCCC=C12 | / | ? | -17 | ? | ? | / | ? | ? | /
O=C(Cc1csc(-c2ccc(Cl)cc2)n1)Nc1cccc(S(=O)(=O)NC2=NCCC2)c1 | -22% | -5% | -52* | i | ? | 16% | 1% | 1% | -22%
C(=C\c1ccccc1)/C=N/Nc1nc(N2CCCCC2)nc(N2CCCCC2)n1 | 1% | ? | 7 | ? | ? | 2% | 11% | 14% | -1%
COC(=O)c1cc(Br)ccc1NC(=O)CSCc1c(C)noc1C | -12% | -16% | 37 | ? | / | 10% | -1% | 0% | -11%
Cc1ccc2c(c1)c1c(c(=O)n(-c3cccc(Cl)c3)c(=O)n1C)n2C | 0% | -1% | / | i | 13% | / | / | / | /
Cc1cc(Cl)ccc1C(=O)C1CCCN(C(=O)CCN2CCCO2)C1 (configuration not stated) | -8% | -4% | 13 | i | -8%[2.22 µM] | -17% | 6% | 1% | -36%[inhibitor][1.84 µM]
COc1ccc(CNS(=O)(=O)c2ccc3c(c2)NC(=O)CS3)cc1 | 1% | -18% | 33 | i | 0% | 4% | 11% | 14% | ?
Cc1cc(C(=O)Nc2nnc(C3CCCCC3)s2)cs1 | 0% | -7% | -19 | i | 2% | -3% | 1% | 18% | ?
O=C1C2C3C=CC(O3)C2C(=O)N1Cc1ccncc1 (configuration not stated) | 0% | 14% | -2 | i | -12% | -4% | 5% | 14% | -5%
O=C(CCc1nnc2ccc(NCc3ccco3)nn12)N1CCCCC1 | 1% | -14% | -3 | ? | -8% | -2% | 0% | 12% | -3%
CCn1c(=O)cc(OCC(=O)NC2CCCCC2)c2ccccc21 | 6% | 15% | -5 | i | 49%[activator] | 10% | 0% | 7% | -1%
Cc1ccc(CNC(=O)c2ccc(N3CCCC3=O)cc2)cc1 | -2% | 8% | -11 | i | 35% | -23% | 23% | 10% | -2%
Cc1nn2c(Nc3ccc(F)cc3)c3c(nc2c1-c1ccccc1)CCC3 | -21% | 8% | 11 | i | -14% | 18% | 8% | 9% | -5%
CC(C)N1CC(COc2ccc(Cl)cc2Cl)OC1=O (configuration not stated) | -12% | -1% | ? | i | 0% | -12% | -2% | -3% | -8%
CN(CCOc1ccccc1)C(=O)CNC(=O)c1ccc(C(C)(C)C)cc1 | 19% | 0% | 18 | ? | / | 2% | -1% | 0% | 4%
Cc1cc(/C=C2/NC(=O)NC2=O)c(C)n1-c1ccncc1 | 2% | -27% | -17 | i | 0% | 0% | 0% | 1% | -12%
COc1ccc(/C=N/n2c(C)nnc2C)c(OC)c1 | -10% | 6% | 31 | i | 18% | 0% | 19% | 15% | 4%
O=S(=O)(NC1CCCCC1Nc1ccccc1)c1ccccc1 (configuration not stated) | -1% | 6% | 18 | i | -2% | ? | -15% | 1% | 0%
COc1cc(CCN(C(=O)c2cc3ccccc3[nH]2)C(C)c2nc3ccccc3[nH]2)cc(OC)c1 (configuration not stated) | -10% | 0% | -26 | ? | 0% | / | ? | ? | /
COc1ccnc(Oc2ccccc2)c1C(=O)N/C=N/OCc1ccccc1 | -6% | -7% | -3 | ? | -14% | 20% | 0% | -13% | -3%
O=C(Nc1cccc(Cl)c1)c1ccc(=O)[nH]n1 | 9% | 0% | 31 | i | 26% | -9% | 3% | 11% | -12%
O=C(Nc1cc(-c2ccc(Cl)cc2)no1)c1ccc(F)cc1 | 6% | 4% | / | i | -14% | / | / | / | /
Cc1nc(NC(=O)c2ccc3c(c2)OCCO3)ccc1Br | -9% | -8% | 1 | i | 60%[activator] | 2% | -2% | -1% | -6%
CCc1nc2ccc(C(=O)Nc3cccc(OCC(=O)N(C)C)c3)cn2c1N(CC)CCOC | -23% | 25% | -20 | i | -9% | / | 28% | ? | /
COC(=O)c1sccc1NC(=O)CN1CCN(c2ccc(F)cc2)CC1 | -17% | -5% | -18 | i | -26% | 16% | -19% | -23% | -3%
CCOC(=O)c1sc(N)c(C(=O)OC)c1C | 0% | 1% | 1 | i | 17% | 0% | 26% | 19% | -2%
Fc1cccc(F)c1-c1nc(-c2ccncc2)no1 | -10%&-14% | -4%&0% | 4 | i | 24%&46% | -9% | -1% | 5% | -9%
Cc1ccc(S(=O)(=O)CC(=O)Nc2nnc(C(C)C)s2)cc1 | -1% | -5% | 35 | i | -18% | -11% | 0% | 7% | -8%

New compounds follow
SMILES | HepG2 tox | KB-3-1 cytotox | IL1B secr inh | ATXN viability | ATXN2 expr inh | MCF10A rereplic | HT1080NT lethal | HT1080 IDH1KD tx | SW480 rerep
O=C(NCc1ccccc1)c1c(O)c2cccc3c2n(c1=O)CCC3 | 6% | -4% | 8 | i | -26% | ? | -14% | -15% | -5%
COc1ccc(C)cc1S(=O)(=O)N1CCCC(C(=O)NCc2ccccn2)C1 (configuration not stated) | 26% | 5% | i | i | -2% | 5% | 2% | -8% | 2%
CCOC(=O)C1=C(N)OC2=C(C(=O)CC(C)(C)C2)C1c1cc(CSc2nnnn2C)cs1 (configuration not stated) | -18% | 4% | -3 | i | 0% | -1% | 11% | -5% | -2%
Brc1ccc(CSc2nnc(-c3ccccn3)n2Cc2ccco2)cc1 | -20% | -9% | 0 | i | -16% | ? | ? | 11µM* | ?
O=C(Nc1ccc(Cl)cc1)NN1CCCCCC1 | -5% | 15% | -16 | i | 23% | 16% | -3% | -10% | 2%
Cc1ccc(C(=O)N2CCN(CCNC(=O)C(=O)NC(C)C)CC2)cc1 | 0% | 13% | 3 | i | 1% | 1% | 25% | 17% | ?
